Screens from PubChem BioAssay.
Ins promoter up: MIN6 insulin promoter up-regulation | MIN6 insulin promoter-GFP reporter, high-content imaging; active compounds read high | z-score at 5 µM | 0.3% of 190,000 active | AID 1625;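 active = z-score above 3 at 5 µM with at least 500 cells counted in the well; inconclusive = wells under 500 cells, flagged as cytotoxic or low count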
Autophagy HCS: autophagy modulation, high-content screen; 0.98% of 190,000 active; calls only at 10 µM (by protocol); MEF GFP-LC3 puncta imaging; test concentration mostly 10 µM; AID 463193;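 active = percentage of spot-positive cells more than 3 SD above its plate mean, without a fluorescence outlier flag or 80% toxicity; inconclusive = no clear call, values can overlap the other calls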;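 note: spot-positive cell cutoff set from DMSO-treated cells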
WT yeast gro inh: growth inhibition of WT yeast, mitochondrial fusion screen. mitochondrial fusion phenotypic screen, WT strain. inhibition, % at 10 µM. 2.1% of 190,000 active; in the data active = inhibition above about 58%; tested in S. cerevisiae
West Nile virus CPE: West Nile virus antiviral activity, cell-based, CPE readout (AID 1621) | West Nile virus-infected cells, CPE inhibition; higher % means a stronger effect | 0.02% of 290,000 active | CPE inhibition, % at 10 µM; hits with a dose series show IC50 in µM; in the data active = a potency from the dose series; inconclusive = CPE inhibition mostly from about 3.7% at the one dose, without a potency; inactive = the rest, 99 in 100 with CPE inhibition below about 2.2%; note: strong numbers were not always called active
b-catenin transl: modulators of beta-catenin nuclear translocation. HeLa beta-catenin nuclear translocation, immunofluorescence imaging. nuclear translocation activity, % at 5 µM. 0.3% of 190,000 active;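 active = nuclear translocation activity above 50% at 5 µM, with a well cell count of 50 or more; inconclusive = wells under 50 cells across six images, flagged as toxic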;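 note: per-cell ratio of nuclear to cytoplasmic median beta-catenin stain intensity; plate controls were DMSO negative control for no effect and GSK-3 inhibitor IX positive control for full effect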
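test system = HeLa cells, endogenous beta-catenin | dosing = single 5 µM dose plus 0.02–20 µM confirmation series | times = compound treatment 24 h, 37°C, 5% CO2 | technique = beta-catenin immunofluorescence imaging with DAPI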
MT stabilize HCS: stabilizes microtubules in HeLa cells; HeLa tubulin immunostaining HCS, 24 h; share of cells brighter than vehicle mean+2SD; % tubulin-high responders, % at 10 µM; 0.83% of 200,000 active;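 active = plate Z-score above 3 for both tubulin-high and condensed-nucleus cell shares, with cell loss under 80%, at 10 µM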;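 note: anti alpha tubulin signal scored within the nucleus-defined area of each cell; some results filed as inactive read as strong as hits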
Hep lipid drop: hepatic lipid droplet formation modulation; 0.4% of 240,000 active; inhibition, % at 6.5 µM; AID 1656; AML12 mouse hepatocytes, oleate lipid droplets, BODIPY imaging;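 active = lipid droplet intensity inhibited by at least 50%, with more than 500 cells counted; inconclusive = wells with under 300 cells, treated as cytotoxic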
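material = mouse AML12 hepatocyte cell line, fixed after treatment | also added = 100 µM oleic acid challenge | doses = compound at 6.5 µM only | schedule = overnight exposure | technique = Image-based BODIPY and DAPI two-channel analysis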
Myeloid diff MLP: compounds promoting myeloid differentiation | 1% of 360,000 active | ER-HoxA9 myeloid progenitors, lysozyme-GFP differentiation, flow cytometry | calls only at 10 µM;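 active = normalized GFP-positive differentiation at or above the plate's own cutoff, the solvent-only control mean plus 3 SD; inconclusive = no clear call, values can overlap the other calls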;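 note: cells exposed to compound for four days before flow analysis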
T cell modulator: T cell immune modulators affecting CD8 T cell-vesicle binding; 2C CD8+ T cell-vesicle binding, flow cytometry; active compounds read low; calls only at 7 µM; 0.068% of 330,000 active; AID 2052;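 active = response, share of CD8 T cells binding vesicles, and their 90th percentile fluorescence all below set limits, cut at about 80% in these data, passing the limit was not always enough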
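System: murine 2C transgenic CD8+ T lymphocytes; also added: QL9-loaded Drosophila micro-vesicles; times: binding 1.5 h at 37 °C; measured by: flow cytometry, PE anti-B7-1 (FL2) versus Alexa647 anti-CD8 (FL8), PFA-fixed; control set: Peptide-free naked vesicles (low) and QL9 vesicles with 0.7% DMSO vehicle (high)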
WT yeast gro inh mutant strain: further read-out of WT yeast gro inh, marked with its call; inhibition, %; mitochondrial fusion phenotypic screen, mutant strain inhibition
Ins promoter up cell count: second read-out of Ins promoter up, no call of its own (marks repeat the call); cell count; measured here: cytotoxicity, nuclei count;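 total cells summed across four imaged fields per well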
Hep lipid drop cells 6.5 µM: further read-out of Hep lipid drop, marked with its call; cell count; measured here: cell count, cytotoxicity flag;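 cells counted across two imaged fields per well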
b-catenin transl cell count 5 µM: also measured in b-catenin transl; calls as there; cell count; measured here: cell count, cytotoxicity flag
T cell modulator vesicle-bound %: further read-out of T cell modulator, marked with its call; double positive events, %; measured here: CD8+ vesicle-bound cell fraction;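 binding gate set so that unloaded-vesicle control wells show 10% double positive cells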
MT stabilize HCS Hoechst-high %: also measured in MT stabilize HCS; calls as there; % Hoechst-high responders; measured here: nuclear condensation Hoechst responders;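 share of cells brighter than vehicle mean plus two SD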
MT stabilize HCS cytotoxicity %: second read-out of MT stabilize HCS, no call of its own (marks repeat the call); toxicity, %; measured here: cytotoxicity by cell density;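 0% = mean cell density of plate MIN control wells and 100% = no cells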
Autophagy HCS cell loss 18 h: recorded beside Autophagy HCS, whose call it bears; toxicity, %; measured here: cell loss, nuclei count;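 cell loss after 18 h compound exposure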
Myeloid diff MLP GFP+ MAC1+ %: also measured in Myeloid diff MLP; calls as there; GFP+ MAC1+ double positive, %; measured here: differentiation confirmed by MAC1 staining
Numbers without * were called inactive; i = inactive; ? = inconclusive; . = not tested or not shown; + = active, no number.

SMILES	Ins promoter up	Ins promoter up cell count	Autophagy HCS	Autophagy HCS cell loss 18 h	WT yeast gro inh	WT yeast gro inh mutant strain	West Nile virus CPE	b-catenin transl	b-catenin transl cell count 5 µM	MT stabilize HCS	MT stabilize HCS Hoechst-high %	MT stabilize HCS cytotoxicity %	Hep lipid drop	Hep lipid drop cells 6.5 µM	Myeloid diff MLP	Myeloid diff MLP GFP+ MAC1+ %	T cell modulator	T cell modulator vesicle-bound %
CCN(CC)CC(=O)Nc1c(C#N)cnn1-c1ccccc1	0.39	1100	.	.	.	.	-0.1%	-2.0	1366	.	.	.	5	651	i	0.1	i	40
COC(=O)NNC(=S)Nc1ccc(Br)cc1	0.53	1582	i	-18	-5	7	-0.3%	-4.8	1054	1.3	2.4	5.5	17	673	i	0.7	i	16
O=C1c2ccccc2C2=Nc3ccccc3SC(c3ccccc3F)C12 (stereo not drawn)	-1.6	1117	i	19	9	-9	0.1%	1.3	1334	3.1	1.6	3.6	.	.	i	0.1	i	6
Cc1ccc(-c2c(C)nn3c(N4CCOCC4)cc(C)nc23)cc1	.	.	.	.	.	.	-0.8%	.	.	.	.	.	71*	815*	i	0.2	i	32
COc1ccc(S(=O)(=O)N2Cc3ccccc3CC2C(=O)O)cc1OC (stereo not drawn)	0.34	1001	i	10	-1	5	-0.1%	.	.	2.8	2.0	4.2	.	.	i	2.6	i	56
CCOC(=O)C1CCN(C(=O)COc2ccc(S(=O)(=O)NC(C)C)cc2)CC1	-0.66	984	i	-2	15	-5	-0.3%	7.2	1015	1.8	1.5	19	11	775	i	1.2	i	20
C#CCOC(=O)c1cc(Cl)c(=O)n(Cc2ccc(Cl)cc2Cl)c1	.	.	.	.	.	.	-0.3%	.	.	.	.	.	-14	816	i	0.8	i	37
O=C(CCC(=O)N1CCN(S(=O)(=O)c2ccc3ccccc3c2)CC1)NCC(F)(F)F	.	.	.	.	.	.	-0.3%	.	.	.	.	.	-18	820	i	0.4	i	30
C(#CCN1CCOCC1)COCCOC(c1ccccc1)c1ccccc1	0.11	854	i	33	13	-7	-0.6%	-1.0	1136	2.2	1.2	6.5	-11	781	i	6.9	i	9
Cc1csc(NC(=O)CCC(=O)N(CC(=O)NC2CCCC2)Cc2ccco2)n1	-0.85	1417	i	1	-27	-11	0.9%	-2.7	1043	3.5	2.7	4.4	.	.	i	1.1	i	40
Cc1ccc2nc(N3CCN(Cc4nnnn4Cc4ccccc4)CC3)c(C#N)cc2c1	0.21	1385	i	13	34	27	-0.4%	-4.0	1116	4.9	3.1	6.2	2	774	i	1.1	i	16
COc1cc(NC(=O)c2cccs2)c(C(=O)OCC(=O)c2cc(C)n(-c3ccc(F)cc3)c2C)cc1OC	-0.07	1282	i	-11	3	-3	-0.3%	0.9	990	2.7	3.9	2.4	-4	651	i	0.6	i	21
Cc1ccc(C(C)C)c(OCC(=O)Nc2cccc(S(=O)(=O)NC3=NCCCCC3)c2)c1	.	.	.	.	.	.	-0.6%	.	.	.	.	.	-36	695	i	1.4	i	61
O=C(CCc1c[nH]c2ccccc12)NCCc1ccccc1	.	.	.	.	.	.	-0.2%	.	.	.	.	.	1	862	i	0.8	i	45
COc1ccc(N2CCN(C3CCCN(C(=O)CN4CCOC4=O)C3)CC2)cc1 (stereo not drawn)	.	.	.	.	.	.	0.8%	.	.	.	.	.	-1	736	i	1.5	i	10
COC(=O)c1nc2n(n1)C(c1cccc(Cl)c1)C1=C(CC(C)(C)CC1=O)N2 (stereo not drawn)	0.11	996	i	4	9	12	0.2%	.	.	3.1	4.4	8.0	.	.	i	3.1	i	37
COc1ccc(C2NC(=O)C(C#N)=C(S)N2c2cccc(C)c2)cc1OC (stereo not drawn)	0.01	1470	i	-12	-25	-12	1.1%	-2.5	1082	3.3	2.0	7.2	4	719	i	0.5	i	22
COC(=O)[C@H](C)NC(=O)Nc1ccc(OC)c(OC)c1	0.56	1336	i	-7	-5	9	0.9%	-0.3	1136	1.6	1.9	6.2	.	.	i	1.3	i	20
Cc1nc2cc(-c3ccccc3)nn2c(C)c1CCC(=O)NCc1ccco1	0.86	1025	i	14	-14	2	1.3%	.	.	3.3	2.3	6.1	.	.	i	1.6	i	31
C=CCN(CC=C)C(=S)Nc1ccc2nsnc2c1	0	983	i	-6	12	17	-0.2%	0.8	1073	5.8	0.3	0.1	16	695	i	0.5	i	28

Ordered by the number under WT yeast gro inh mutant strain (smallest number first): three of the compounds above.
compound | WT yeast gro inh mutant strain | West Nile virus CPE | MT stabilize HCS Hoechst-high % | Myeloid diff MLP GFP+ MAC1+ % | T cell modulator | T cell modulator vesicle-bound %
O=C1c2ccccc2C2=Nc3ccccc3SC(c3ccccc3F)C12 (stereo not drawn) | -9 | 0.1% | 1.6 | 0.1 | i | 6
Cc1nc2cc(-c3ccccc3)nn2c(C)c1CCC(=O)NCc1ccco1 | 2 | 1.3% | 2.3 | 1.6 | i | 31
C=CCN(CC=C)C(=S)Nc1ccc2nsnc2c1 | 17 | -0.2% | 0.3 | 0.5 | i | 28

Later entries:
SMILES	Ins promoter up	Ins promoter up cell count	Autophagy HCS	Autophagy HCS cell loss 18 h	WT yeast gro inh	WT yeast gro inh mutant strain	West Nile virus CPE	b-catenin transl	b-catenin transl cell count 5 µM	MT stabilize HCS	MT stabilize HCS Hoechst-high %	MT stabilize HCS cytotoxicity %	Hep lipid drop	Hep lipid drop cells 6.5 µM	Myeloid diff MLP	Myeloid diff MLP GFP+ MAC1+ %	T cell modulator	T cell modulator vesicle-bound %
C=CCN(C(=O)CCS(=O)(=O)c1cccc2nsnc12)c1ccccc1	.	.	.	.	.	.	-0.6%	.	.	.	.	.	-33	724	i	3.1	i	37
O=C(CCn1cccc1)NCc1ccc2c(c1)OCO2	-0.3	1384	i	0	-3	-17	0.2%	-1.5	941	6.7	1.7	9.9	.	.	i	0.6	i	24
CCOC(=O)c1ccc(NC(=O)Nc2ccccn2)cc1	0.68	1416	i	-31	14	4	-0.6%	-0.7	976	2.9	1.7	5.3	0	731	?	.	i	52
Clc1ccc(/C=N/c2c(-c3ccc(Cl)cc3)nc3n2CCS3)cc1	-0.47	1607	+	28*	-1	15	-0.1%	1.1	1314	4.4	2.2	0.7	.	.	i	1.6	i	1
Cc1ccc(N=Cc2ccc(O)cc2O)cc1F	-0.07	1314	i	1	9	-1	2.9%	.	.	2.4	1.2	1.1	-4	744	i	0.0	i	58
COc1ccc(Cl)cc1C(=O)NNC(=O)c1ccncc1	.	.	.	.	.	.	-0.5%	.	.	.	.	.	4	788	i	0.8	i	58
CCOC(=O)N1CCC(Nc2c(Nc3ccc(C)c(C)c3)c(=O)c2=O)CC1	0.12	932	i	4	1	-8	1.2%	.	.	5.7	2.9	1.2	4	813	i	7.2	i	19
CCCc1cc(=S)n2c([nH]c3ccccc32)c1C#N	1.9	1173	.	.	.	.	-0.2%	-1.8	1380	.	.	.	-9	683	i	0.5	i	37
CCC(C)NC(=O)C1CCC(CNS(=O)(=O)c2ccccc2)CC1 (stereo not drawn)	.	.	.	.	.	.	-0.1%	.	.	.	.	.	8	796	i	0.4	i	11
O=C(CCC(=O)Nc1ccc(F)cc1)N/N=C/c1c[nH]c2ccccc12	0.07	1304	i	-1	4	-12	-0.4%	-1.2	1136	1.6	1.9	7.7	-3	709	i	0.7	i	62
COc1ccc(C(=O)C2CCCN(C(=O)CCNC(C)=O)C2)cc1OC (stereo not drawn)	.	.	.	.	.	.	-0.5%	.	.	.	.	.	0	827	i	0.8	i	67
COc1ccc(NC(=O)CC2SC(=N)N(c3ccccc3)C2=O)c(OC)c1 (stereo not drawn)	-0.43	1260	i	-5	-9	-18	0.0%	-1.3	1013	2.5	1.9	8.5	2	684	i	1.0	i	54
O=C(NC1CCCC1)C(c1ccccc1)N(C(=O)c1ccno1)c1ccccc1 (stereo not drawn)	0.3	1336	i	0	-21	-2	0.5%	0.8	1157	3.4	2.8	5.0	-4	724	i	0.4	i	60
CCN1C(=O)CSC1=NC1C2CC3CC(C2)CC1C3 (stereo not drawn)	-0.09	1642	i	0	-16	8	0.8%	1.1	1416	2.9	2.5	11	.	.	i	0.5	i	53
CCc1ccc(C(=O)N2CCN(c3ccc(F)cc3)CC2)s1	.	.	i	2	30	24	-0.5%	.	.	3.8	2.5	4.8	-3	664	i	9.4	i	7
COC(=O)c1ccc(Oc2nc(Nc3ccc(C)c(C)c3)nc(N(C)C)n2)cc1	-0.47	780	i	-9	31	5	-0.5%	-1.7	1253	2.9	1.5	10	6	793	i	1.2	i	26
COc1cc2c(cc1OC)CC1(CCCCC1)N=C2	-0.93	1681	i	-2	-13	-7	-0.5%	0.8	1540	3.7	1.1	2.3	6	733	i	0.1	i	36
CCn1cc(Br)c(C(=O)Nc2ccc(F)c(Cl)c2)n1	0.13	1093	i	-11	16	9	0.4%	-2.2	894	1.6	2.0	11	.	.	i	1.0	i	21
COc1cc(/C=N/NC(=O)C[n+]2ccccc2)cc(OC)c1OC(C)=O	-0.1	1058	.	.	.	.	0.3%	-0.7	1374	.	.	.	-5	745	i	0.3	i	38
Cc1cnc(NC(=O)CCc2ccccc2)s1	.	.	.	.	.	.	0.8%	.	.	.	.	.	0	830	?	.	i	51
O=[N+]([O-])/C(=C\Nc1ccccc1)S(=O)(=O)c1ccccc1	0.58	1412	i	-18	-10	-5	0.0%	0.7	1330	2.2	1.7	8.5	.	.	i	0.4	i	26
c1ccc(NC2=NCCN2CCC2CCCCC2)cc1	.	.	.	.	.	.	-1.2%	.	.	.	.	.	7	727	i	1.4	i	35
